p97 ATPase inh – blocks human p97 ATPase activity; hit rate 0.42% among 220,000; inhibition, % at 8 µM; AID 1481; recombinant p97 ATPase, Kinase-Glo ATP luminescence, 3 h; P55072; in the data active = inhibition above about 15%;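 also: 0% = DMSO vehicle and 100% = wells lacking enzyme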
Target sequence (P55072 whole entry, looked up): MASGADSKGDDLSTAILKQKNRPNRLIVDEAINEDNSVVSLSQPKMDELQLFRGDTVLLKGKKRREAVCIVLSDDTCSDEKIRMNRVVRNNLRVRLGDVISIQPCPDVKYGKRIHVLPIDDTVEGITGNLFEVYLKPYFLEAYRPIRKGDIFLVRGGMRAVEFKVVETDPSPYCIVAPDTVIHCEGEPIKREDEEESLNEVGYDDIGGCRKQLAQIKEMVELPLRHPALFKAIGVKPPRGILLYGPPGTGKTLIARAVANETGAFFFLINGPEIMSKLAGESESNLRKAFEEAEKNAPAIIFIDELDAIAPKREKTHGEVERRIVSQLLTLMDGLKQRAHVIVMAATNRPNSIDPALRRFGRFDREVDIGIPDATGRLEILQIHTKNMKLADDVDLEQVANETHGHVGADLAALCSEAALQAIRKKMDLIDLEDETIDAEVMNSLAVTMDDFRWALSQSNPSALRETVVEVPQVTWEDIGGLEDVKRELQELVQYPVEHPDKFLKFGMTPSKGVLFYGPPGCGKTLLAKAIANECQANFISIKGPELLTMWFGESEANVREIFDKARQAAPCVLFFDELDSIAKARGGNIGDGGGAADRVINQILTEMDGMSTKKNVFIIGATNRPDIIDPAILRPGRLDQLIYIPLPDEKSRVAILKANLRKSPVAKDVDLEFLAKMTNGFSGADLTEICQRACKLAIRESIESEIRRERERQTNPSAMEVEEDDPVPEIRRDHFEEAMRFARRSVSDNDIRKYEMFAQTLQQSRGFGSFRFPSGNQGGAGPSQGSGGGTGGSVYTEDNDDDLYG
Wee1 degr inh – human Wee1 degradation inhibition, primary screen | P30291 | HeLa Luc-Wee1K328M stability, luciferase luminescence; 100% = proteasome inhibitor MG132 effect | reporter increase, % at 5 µM | hit rate 1.2% among 220,000 | AID 1321;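 active = activation above the mean of all tested compounds plus 3 SD, set per screening run, cut at about 8.8% in these data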;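 also: cells exposed to compound for 20 h before luminescence read; 0% = DMSO alone and 100% = MG132 at 30 µM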
KLK5 inh – kallikrein 5 (human) inhibition; Q9Y337; recombinant hK5, fluorogenic AMC substrate cleavage; inhibition, % at 5 µM; hit rate 0.59% among 210,000; AID 873;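 active = inhibition of 40% or more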;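 also: 0% = enzyme controls without compound and 100% = no-enzyme blanks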
Target sequence (Q9Y337 67-293 limits assumed): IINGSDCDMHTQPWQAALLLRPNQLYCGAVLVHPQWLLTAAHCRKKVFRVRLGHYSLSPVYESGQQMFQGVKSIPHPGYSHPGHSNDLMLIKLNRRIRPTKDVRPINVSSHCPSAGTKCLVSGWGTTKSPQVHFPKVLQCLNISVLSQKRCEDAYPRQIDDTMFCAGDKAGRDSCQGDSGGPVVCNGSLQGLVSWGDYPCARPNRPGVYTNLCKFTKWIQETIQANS
thrombin 1536 – blocks human thrombin protease activity; AID 1046; inhibition, % at 5 µM; hit rate 0.26% among 220,000; P00734; alpha-thrombin, Boc-VPR-AMC fluorogenic substrate cleavage;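 active = inhibition at or above 40%; inactive = inhibition below 40%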;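 also: 0% = enzyme with no compound and 100% = wells without enzyme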
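System: human alpha-thrombin protein; Compound dosing: one concentration per compound, 5 µM, with 0.2% DMSO; Timing: reaction at room temperature; Technique: AMC fluorescence, 355/460 nm; Controls: enzyme without compound as high, wells lacking enzyme as low.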
FXIa inh – blocks human coagulation factor XIa protease activity | purified FXIa, Boc-Glu-Ala-Arg-AMC fluorogenic substrate | AID 798 | hit rate 0.14% among 220,000 | inhibition, % at 5 µM;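 active = inhibition of at least 40%; inactive = inhibition below 40%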;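 also: fluorescence of freed AMC excited at 355 nm; 0% = enzyme without compound and 100% = no enzyme blank; many of its hits are not listed in these tables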
FXIIa inh 1536 – blocks human coagulation factor XIIa protease activity; P00748; purified FXIIa, Boc-QGR-AMC fluorogenic substrate, 2 h; hit rate 0.3% among 220,000; inhibition, % at 5 µM; in the data active = inhibition above about 40%;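 also: 0% = enzyme with no compound and 100% = blank without enzyme; many of its hits are not listed in these tables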
Furin inh – inhibitors of human furin; purified furin, fluorogenic substrate cleavage; inhibition, % at 30 µM; hit rate 0.061% among 220,000; in the data active = inhibition above about 25%; also: inactives centre near -15
Cl transport mod – modulators of human KCC2 chloride dependent transport; Q9H2X9; KCC2 cells, thallium flux FluoZin-2 fluorescence; B-score of Tl+ flux slope (higher = more flux/activation; lower = inhibition) at 10 µM; hit rate 2.2% among 190,000; AID 1456;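 active = thallium flux slope and its plate-corrected score both differing from the plate sample mean at a set confidence after two filtering rounds, in either direction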;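 also: slope of fluorescence scaled to starting intensity during 10 to 20 s after thallium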
PERK inh – human PERK inhibition, primary cell-based screen; CHO PERK-DD fusion, SEAP luminescence translation reporter; inhibition, % at 5.6 µM; hit rate 0.17% among 220,000;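 active = inhibition above the mean inhibition of all tested compounds plus 3 SD, set separately per screening campaign, cut at about 2.9% in these data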;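 also: PERK kinase domain activated by AP20187 dimerizer at 100 nM; 0% = DMSO with dimerizer and 100% = rapamycin at 8.4 µM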
An asterisk follows results filed as active; i = inactive; / = no result given; [ ] = dose if it differs, or a comment.

SMILES	p97 ATPase inh	Wee1 degr inh	KLK5 inh	thrombin 1536	FXIa inh	FXIIa inh 1536	Furin inh	Cl transport mod	PERK inh
c1ccc2sc(NC3=NCN(C4CCCCCC4)CN3)nc2c1	-1	0	-9	4	1	7	-7[20 µM]	-0.2	0.9
C=CCNC(=O)CC1C(=O)NCCN1Cc1c(F)cccc1Cl (stereo not drawn)	-2	1	3	-16	0	6	-8	-0.37	0.3
Cc1ccc2nc(SCC(=O)N3CCN(c4ccccc4)CC3)[nH]c2c1	5	-3	0	-1	2	7	-18	-0.48	-0.4
CSC(=Nc1ccccc1)C(C#N)c1nc2ccccc2[nH]1 (stereo not drawn)	-8	2	-21	-7	-3	6	-17	-1.5	-1.8
Nc1ncnc2c1ncn2CCN1CCOCC1	3	1	-1	-4	0	11	-15[20 µM]	/	2.1
O=C(CCN1C(=O)C2CCCCC2C1=O)Nc1nc(-c2ccc(F)c(F)c2)cs1 (stereo not drawn)	2	-2	-4	-4	0	0	-31	0.0047	0.2
Cc1ccc(N2CCN(/N=C/C=C/c3ccccc3)CC2)cc1	1	-1	-3	-5	3	4	-10	-0.072	1.1
Cc1ccc(Cn2c(CN3CC(C)OC(C)C3)nc3c2c(=O)[nH]c(=O)n3C)cc1 (stereo not drawn)	1	2	-2	4	4	16	2	0.72	0.5
Cc1ccc(S(=O)(=O)Nc2ccc(Oc3cccnc3)nc2)cc1	6	-1	0	-5	0	9	-15	/	1.1
COC(=O)N/N=C(\C)c1ccc(C)c([N+](=O)[O-])c1	4	2	-30	-10	5	6	-22	0.29	0.4
CCN(CC)S(=O)(=O)c1cccc(-c2nnc(SCc3nc4ccccc4s3)o2)c1	-5	0	-3	-1	-7	11	-1[20 µM]	-0.9	-0.9
O=C(CS(=O)CC(=O)N(c1ccccc1)C(C(=O)NC1CCCCC1)c1ccco1)Nc1ccc(F)cc1 (stereo not drawn)	2	-3	-12	-11	2	7	-19	-0.5	0.7
Cc1ccc(SCC(=O)N(C)C2CCS(=O)(=O)C2)cc1 (stereo not drawn)	0	0	-26	2	2	7	-14	-0.12	0.8
O=C(C1=C[C@H](c2ccccc2)C[C@H](OCCCCO)O1)N1CCOCC1	4	0	4	-1	2	12	-27	0.38	0.8
O=C(NCc1ccccc1)c1ccc(COCC(F)(F)F)o1	-9	-3	3	-19	1	-4	-16[20 µM]	1.9	-0.5
CNC(=O)Cn1c(C)cc(=O)c2cccc(C)c21	2	2	-3	-3	2	8	-11	-1.5	0.9
CCN(CC)CCn1c(=N)n(CCOc2ccccc2)c2ccccc21	0	0	-7	-1	-2	11	-7[20 µM]	/	-1.8
COC(=O)CCSC(=S)N1CCOCC1	5	-1	0	-3	-2	0	-13	0.94	1.6
COc1ccc(-n2c(COc3ccc(Cl)cc3)nnc2SCc2ccc(C#N)cc2)cc1	0	-2	-6	4	4	17	-1[20 µM]	-0.74	-0.5
Cc1nc(CSc2nsc(/C=C/N(C)C)c2C#N)cs1	4	-3	5	-3	1	9	-17	1.6	0.5
O=C(NCc1ccccn1)c1c(O)c2cccc3c2n(c1=O)CC3	-4	5	-13	-6	-5	12	-7	0.043	-0.8
COc1cc2c(cc1OC)CN(CC(=O)NC(=O)NCc1ccco1)CC2	-4	3	0	-6	-6	-19	-8	/	-0.7
Cn1cc([N+](=O)[O-])c(C(=O)Nc2ccc(C3CCCCC3)cc2)n1	3	1	-5	-7	-7	3	-18	-0.021	0.5
O=c1c2c(-c3ccco3)csc2nc(SCc2cn3cccnc3n2)n1-c1ccccc1	5	-2	4	-2	6	12	-9	/	-0.6
CC(=O)Nc1cccc(-c2csc(Nc3ccc(C)cn3)n2)c1	-2	8	-5	-6	12	5	4	-1.9	-0.6
CCOC(=O)CC(=O)Nc1cc(Cl)ccc1O	5	5	0	-7	-8	2	-20	0.59	1.1
O=C(N/N=C/c1ccc([N+](=O)[O-])cc1)c1cnccn1	2	-3	-2	-5	-1	3	1	-0.21	1.1
COc1ccc(CNC(=O)c2n[nH]c3ccccc23)cc1OC	-2	2	2	-8	0	7	-15	-0.11	0.5
O=C(COc1ccc2ccccc2c1)N1CCN(C(=O)c2ccc([N+](=O)[O-])cc2)CC1	2	4	11	-6	-3	9	-17	/	-0.2
O=C(CCCN1C(=O)/C(=C/c2cccs2)SC1=S)Nc1cccc(C(=O)O)c1	-1	0	11	/	15	20	0	-1.1	0.6

Sorted by molecular weight (high to low): 4 of the compounds above
SMILES	p97 ATPase inh	Wee1 degr inh	KLK5 inh	thrombin 1536	FXIa inh	FXIIa inh 1536	Furin inh	Cl transport mod	PERK inh
O=c1c2c(-c3ccco3)csc2nc(SCc2cn3cccnc3n2)n1-c1ccccc1	5	-2	4	-2	6	12	-9	/	-0.6
O=C(COc1ccc2ccccc2c1)N1CCN(C(=O)c2ccc([N+](=O)[O-])cc2)CC1	2	4	11	-6	-3	9	-17	/	-0.2
O=C(NCc1ccccn1)c1c(O)c2cccc3c2n(c1=O)CC3	-4	5	-13	-6	-5	12	-7	0.043	-0.8
CCOC(=O)CC(=O)Nc1cc(Cl)ccc1O	5	5	0	-7	-8	2	-20	0.59	1.1

Later entries.
SMILES	p97 ATPase inh	Wee1 degr inh	KLK5 inh	thrombin 1536	FXIa inh	FXIIa inh 1536	Furin inh	Cl transport mod	PERK inh
CCOC(=O)c1sc(=NC(=O)c2ccc(C)cc2)n(C)c1C	2	4	-4	-24	-9	2	-29	0.59	0.3
CC(=O)c1cccc(NC(=O)N2CCCC2C(=O)Nc2ccc3c(c2)OCCO3)c1 (stereo not drawn)	3	0	-6	16	-1	12	-26	0.47	0.4
COC(=O)COc1ccc(S(=O)(=O)Nc2ccccc2SC)cc1	3	0	-13	1	-7	1	2[20 µM]	-1.9	0.1
CC(=O)NC1(c2nnnn2CCOC(=O)Nc2ccc(Cl)cc2)CCCC1	1	1	-17	3	6	5	-34	0.42	-0.2
CN1/C(=C\C(=O)C[n+]2ccc(C(=O)c3ccccc3)cc2)C(C)(C)c2ccccc21	11	-2	0	-4	2	8	-7	-0.48	0.7
Cn1c(SCC(=O)O)nnc1-c1ccc2ncccc2c1	5	1	4	2	3	13	-23	-0.36	1.2
COC(=O)CNC(=O)C12CC3(C)CC(C)(CC(C)(C3)C1)C2	-3	2	9	0	4	2	-14[20 µM]	0.11	0.7
CNc1c([N+](=O)[O-])cnn1-c1ccc(Cl)cc1	2	-4	-6	5	3	18	-11[20 µM]	0.19	0.5
O=C(NN=C(Cc1ccccc1)Cc1ccccc1)c1ccc(F)cc1	-2	-1	-39	-10	0	3	-13	7.7*	0.7
CC(C)CCN(C(=O)CNC(=O)c1ccco1)C(C(=O)NC1CCCCC1)c1ccco1 (stereo not drawn)	-5	0	-6	4	-1	8	-13	0.28	-0.8
CC(C)C(=O)Nc1ccc2oc(=O)ccc2c1	8	4	5	-1	1	5	-26	0.016	1.1
CCCCC(=O)Nc1cccc2c1C(=O)N(c1ccccc1)C2=O	-4	-4	-23	2	24	27	-9	-1.2	-0.5
O=C(Nc1ccc2ccccc2c1)c1onc2c1CCCC2	2	-3	-4	-1	-1	5	-10[20 µM]	/	0.3
CC1CC(C)CN(C(=O)COc2ccc([N+](=O)[O-])cc2Cl)C1 (stereo not drawn)	0	2	10	-8	-3	3	-2	-0.89	0.3
Cc1cc(C)c2c(N)c(C(=O)c3ccc(Cl)c(Cl)c3)sc2n1	3	-1	0	3	-2	8	-28	1.4	1.7
CCCCc1ccc(NS(=O)(=O)N(C)C)cc1	0	1	-17	5	5	19	-20	0.19	-0.6
O=C(Nc1cc(S(=O)(=O)N2CCOCC2)ccc1N1CCCC1)C1CC1	4	-3	0	0	-2	6	-15	2	1.3
Cc1ccsc1/C=N/NC(=O)c1ccco1	-3	2	-2	2	4	-10	16	0.85	0.1
c1ccc2c(c1)CC1(CCCCC1)n1nnnc1-2	1	-1	-9	1	12	19	-17[20 µM]	/	-0.3
C#CCNC(=O)C1=C[C@@H](c2ccc(C#C)cc2)[C@H](CCCO)[C@@H](OCC)O1	-4	-2	-3	-6	-4	6	-17	-2.3	-0.2
O=C(Nc1nonc1NC(=O)c1cccs1)c1cccs1	5	1	-1	-1	3	-1	-21	-1	0.3
CCOC(=O)CSc1ccc2nnc(-c3ccncc3)n2n1	1	3	-22	-6	6	15	-5	0.34	1.2
O=S(=O)(Nc1ccc(-c2nc3cccnc3s2)cc1)c1cccs1	2	-1	-107	-7	9	6	-25	-0.75	1.0
O=C(Cc1ccccc1F)Nc1ccc(SC(F)F)cc1	-1	8	-14	-2	11	20	-14	-0.9	0.6
CC(C)(C)C(=O)Oc1ccc2cc(-c3ccc4ccccc4n3)c(=O)oc2c1	3	-2	-19	-5	-11	-1	-16	0.65	0.8
COC(=O)c1ccc(C(C(=O)NCc2ccccc2)N(Cc2cccs2)C(=O)c2cnccn2)cc1 (stereo not drawn)	-2	1	3	-9	-2	0	-28[20 µM]	/	-0.5
CCOC(=O)c1cc(C(=O)OCC)cc(-n2c(C)cc(C(=O)CN3CCOCC3)c2C)c1	0	-1	-16	-13	-1	7	-26	-0.15	-0.1
CC(C)OP(=O)(c1ccc(N(C)C)cc1)C(O)c1c(Cl)cccc1Cl (stereo not drawn)	2	-2	1	-5	-7	3	-18	0.51	-0.6
CCCCN(C(=O)c1cnc2n(c1=O)CCS2)c1ccccc1	-9	1	-9	3	7	18	-11	-0.24	0.9
CC(C)N(C)CCOC(=O)C1COc2ccccc2O1 (stereo not drawn)	3	-3	-1	-3	-2	5	-23	i	1.2
Cc1nn(C)c(C)c1C1C(C#N)=C(N)Oc2n[nH]c(C)c21 (stereo not drawn)	-7	1	-8	-8	-10	-6	-5	-4.1	-0.3
COc1ccc(-c2ccc(=O)n(CC(=O)Nc3ccc4c(c3)OCCO4)n2)cc1	2	-1	-2	-8	-1	9	-40	-0.032	1.1
COc1ccc(NC(=O)c2ccccc2Cl)cc1NC(=O)CN1CCOCC1	-2	1	24	7	-7	14	-23	0.44	-0.3
COc1ccccc1C(=O)NN1C(=O)/C(=C/c2cccn2C)SC1=S	7	6	-1	-8	-1	-2	-7	-1.8	-1.9
CC1=NOC(=O)/C1=C\c1ccc(-c2ccc(Br)cc2C(=O)O)o1	0	-1	/	20	26	27	16	-0.37	0.5
CC1=CCC2C(=O)N(CCc3c[nH]c4ccccc34)C(=O)C2C1 (stereo not drawn)	-4	-1	-4	-2	8	18	-12[20 µM]	/	-1.5
CCCCCCN1CC(C(=O)OCC)C(=O)C1=O (stereo not drawn)	4	1	-5	-9	3	9	-7	-0.29	0.9
CN(C)S(=O)(=O)c1ccc(NC(=O)CCNC(=O)c2ccc([N+](=O)[O-])cc2)cc1	7	3	-4	-4	-3	0	-20	-0.74	1.0
Cc1ccc2c(CSc3nnc(C4CC4)n3N)cc(=O)oc2c1C	0	12*	-11	0	8	20	-18	-3.7	0.5
C/C(=N\Nc1ncc(Cl)cc1Cl)c1ccccn1	-2	3	-8	1	21	11	-9	2.8	0.2
COc1ccc(C2(CCN)CC(C)N(C)CC2C)cc1 (stereo not drawn)	2	0	-15	3	0	12	-10	1.1	0.9
COc1ccc(C(C(=O)NC2CCCC2)N(C(=O)c2snc(-c3ccc(F)cc3)c2N)c2ccccc2)cc1 (stereo not drawn)	3	0	-14	3	6	19	7[20 µM]	-0.019	0.3

Screening data from PubChem BioAssay.
